# GRK2 aptamer HTS: compounds blocking aptamer binding on GRK2 – biochemical, human GRK2, bead flow cytometry, HTS, primary screen; Beta-adrenergic receptor kinase 1 (Homo sapiens), P25098; FAM-aptamer displacement from GRK2; inhibition of aptamer binding, % at 10 µM; 330,000 tested, 0.59% active;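 active = inhibition of aptamer binding above 40%, roughly 3 SD of noise, on plates passing a quality check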;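 note: median bead fluorescence of bound FAM aptamer so fluorescent compounds give negative values; no value below 0 was filed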
# Target sequence (P25098 whole entry, looked up): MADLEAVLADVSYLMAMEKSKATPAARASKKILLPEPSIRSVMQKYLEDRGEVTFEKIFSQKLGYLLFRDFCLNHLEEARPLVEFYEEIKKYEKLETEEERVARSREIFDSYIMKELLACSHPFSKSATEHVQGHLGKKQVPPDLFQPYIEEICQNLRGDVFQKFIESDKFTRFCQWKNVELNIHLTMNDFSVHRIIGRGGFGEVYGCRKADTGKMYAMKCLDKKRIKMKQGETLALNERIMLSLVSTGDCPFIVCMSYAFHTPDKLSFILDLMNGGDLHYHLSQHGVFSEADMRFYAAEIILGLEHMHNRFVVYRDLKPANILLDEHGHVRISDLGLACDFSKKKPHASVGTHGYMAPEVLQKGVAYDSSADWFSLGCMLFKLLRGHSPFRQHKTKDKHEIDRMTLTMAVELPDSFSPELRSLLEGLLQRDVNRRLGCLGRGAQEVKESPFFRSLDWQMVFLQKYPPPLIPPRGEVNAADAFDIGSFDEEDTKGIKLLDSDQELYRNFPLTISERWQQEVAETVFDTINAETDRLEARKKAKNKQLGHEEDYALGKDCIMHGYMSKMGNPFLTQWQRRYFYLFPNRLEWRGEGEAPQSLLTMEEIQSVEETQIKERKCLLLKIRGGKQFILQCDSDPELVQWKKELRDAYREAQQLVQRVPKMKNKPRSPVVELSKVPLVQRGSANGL
# CR mimetic SO: reduction of superoxide in aged yeast, primary screen, HTS; S. cerevisiae aged cells, superoxide DHE fluorescence; active compounds read low; superoxide response (% of plate mean), % at 10 µM; 330,000 tested, 0.18% active; AID 2690, 2010;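 active = superoxide response under a set limit, about three screen SD below normal, cut at about 65% in these data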;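 note: yeast aged for seven days with compound at 30 °C before DHE staining; 100% = average MFI of all compound-treated wells on the plate with controls excluded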
# AGP1 TOR yeast: modulators of AGP1-GFP expression in yeast TOR pathway, primary screen, cell-based, multiplex flow cytometry, S. cerevisiae, MLPCN library | 3 h; GFP as percent of DMSO wells | GFP response vs DMSO, % at 10 µM | 320,000 tested, 0.02% active | AID 2066, 2009;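 active = GFP response relative to DMSO above a set limit, near screen average plus 3 SD, cut at about 150% in these data; inconclusive = fewer than 70 cells counted for the yeast strain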;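 note: median GFP channel fluorescence of the gated AGP1 strain per well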
# CIT2 TOR yeast: modulators of CIT2-GFP expression in yeast, primary screen, S. cerevisiae, GFP fusion, multiplex flow cytometry, MLPCN library; S. cerevisiae CIT2-GFP strain, 3 h; 100 means same as DMSO wells; GFP response vs DMSO, % at 10 µM; 320,000 tested, 0.065% active;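 active = GFP response relative to DMSO above a set limit, near the screen mean plus 3 SD, cut at about 150% in these data; inconclusive = Fewer than 70 cells measured for a yeast strain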;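 note: ratio of well median GFP fluorescence to mean of DMSO wells on the plate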
# Bcl-xL primary: inhibitors of human Bcl-xL, primary screen, biochemical, fluorescence polarization, HTS | Bcl-2-like protein 1 (Homo sapiens), Q07817 | GST-Bcl-xL / FITC-Bim BH3 peptide fluorescence polarization | inhibition, % at 10.9 µM | 320,000 tested, 0.7% active | AID 2129, 2009;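 active = inhibition above the mean of all tested compounds plus 3 SD, cutoff set per campaign, cut at about 30% in these data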;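 note: 0% = DMSO wells and 100% = unlabeled Bim-BH3 peptide competitor; inhibitors lower millipolarization by displacing the labeled peptide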
# MCL1-BIM inh: inhibitors of MCL1 binding to BIM-BH3, primary screen, biochemical, fluorescence polarization | Induced myeloid leukemia cell differentiation protein Mcl-1 (Homo sapiens), Q07820 | GST-MCL1 / FITC-Bim-BH3 fluorescence polarization | inhibition, % at 10.9 µM | 320,000 tested, 0.68% active;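 active = inhibition above the mean inhibition of all tested compounds plus 3 SD, set per campaign, cut at about 40% in these data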;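 note: 0% = DMSO wells and 100% = unlabeled Bim-BH3 peptide control; higher means more loss of mP so more displacement of Bim peptide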
# Target sequence (Q07820 whole entry, looked up): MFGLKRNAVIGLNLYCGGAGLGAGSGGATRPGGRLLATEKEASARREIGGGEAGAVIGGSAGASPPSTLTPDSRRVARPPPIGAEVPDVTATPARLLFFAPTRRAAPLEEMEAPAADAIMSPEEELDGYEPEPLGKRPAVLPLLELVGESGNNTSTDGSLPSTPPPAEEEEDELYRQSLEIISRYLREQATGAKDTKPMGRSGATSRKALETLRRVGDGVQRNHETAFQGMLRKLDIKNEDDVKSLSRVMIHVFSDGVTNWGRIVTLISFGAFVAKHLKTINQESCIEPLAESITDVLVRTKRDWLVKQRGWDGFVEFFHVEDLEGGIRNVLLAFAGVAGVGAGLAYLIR
# GLD-1 RNA inh: GLD-1/TGE RNA complex disruptors, primary screen, biochemical, fluorescence polarization; Female germline-specific tumor suppressor gld-1 (Caenorhabditis elegans), Q17339; purified GLD-1 + fluorescein TGE RNA; inhibition, % at 5.96 µM; 320,000 tested, 0.44% active; AID 2280, 2010;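 active = percent inhibition above a per-plate cutoff, the plate mean of test compounds plus 3 SD, cut at about 30% in these data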;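 note: 0% = DMSO wells with GLD-1 and probe and 100% = wells lacking GLD-1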
# MEX-5 binding: MEX-5 zinc finger RNA-binding disruptors – biochemical, C. elegans, fluorescence polarization, MLPCN library, primary screen. Zinc finger protein mex-5 (Caenorhabditis elegans), Q9XUB2. MEX-5/FITC-TCR2 RNA binding; active compounds read low. activity score (negative = inhibition of binding), % at 10 µM. 300,000 tested, 0.38% active;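 active = inhibition past about -25% in most replicates, and total fluorescence under double the plate's negative control median, limit read from the data; inconclusive = replicates evenly split on the limit, or fluorescence at least double controls; inactive = too little inhibition in most replicates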;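 note: 0% = DMSO and -100% = 5 µM competing unlabeled TCR2 RNA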
# VLA-4 inh: inhibition in human VLA-4 binding assay, primary screen, VLA-4 allosteric modulator project, MLPCN library, flow cytometry, VLA-4 expressing cells; Integrin alpha-4 (Homo sapiens), P13612; ligand binding flow cytometry; inhibition, % (about 7 µM as worked out from the volumes in the protocol); 330,000 tested, 0.2% active; in the data active = inhibition above about 50%
# * hit, by the source's call; ? = inconclusive; . = not tested or not shown.
SMILES,GRK2 aptamer HTS,CR mimetic SO,AGP1 TOR yeast,CIT2 TOR yeast,Bcl-xL primary,MCL1-BIM inh,GLD-1 RNA inh,MEX-5 binding,VLA-4 inh
Cc1csc(CN(C)C(=O)CC2C(=O)NCCN2Cc2ccc(F)cc2Cl)n1 (centres undefined),0.0,134.0,95.8,98.2,18.3,19.8,9.7,.,-8.3
O=C(c1ccc(Cl)cc1)[C@@H]1[C@@H]2C(=O)N(c3ccccc3)C(=O)[C@@H]2C2c3ccccc3C=NN21 (some centres undefined),1.0,83.2,101.0,97.8,20.5,11.0,7.8,1.5,-2.4
Cc1cccc(NC(=S)NC2CCCC2)c1C,4.0,92.2,98.0,110.2,0.8,10.8,2.8,0.9,20.8
Cc1cccc(NS(=O)(=O)c2ccc3[nH]c(=O)cc(C(=O)O)c3c2)c1,9.0,91.7,112.8,110.1,7.1,3.5,6.5,.,-2.4
Cc1onc(-c2ccccc2)c1C(=O)Nc1ccc(Br)cc1Cl,4.0,88.6,102.0,93.5,-12.2,-17.9,0.6,1.6,-2.4
Cc1cc(C)nc(SC2CCCCC2NS(=O)(=O)c2ccccc2)n1 (centres undefined),0.0,97.0,100.3,100.1,9.0,9.2,5.3,-0.7,24.0
C=CCn1c(-c2ccccc2)nc(=S)c2c1CC(C)(C)OC2,1.0,101.5,108.2,107.1,2.4,8.1,-0.6,0.5,-13.2
O=C(CCNS(=O)(=O)c1ccc(Br)cc1)NCC1CCCO1 (centres undefined),2.0,96.8,71.5,66.1,2.5,4.7,10.0,.,9.8
O=[N+]([O-])c1cnccc1Nc1ccccc1,1.0,115.5,96.2,96.1,8.1,-2.5,-9.9,2.4,-5.2
CCC(=O)Nc1nnc(SCc2cccc(F)c2)s1,0.0,112.9,92.1,86.9,1.3,7.6,0.7,-1.9,7.5
Cc1[nH]n(-c2ccccc2)c(=O)c1C=NC1CCCCC1,4.0,99.6,102.8,103.9,6.9,6.7,1.6,0.3,-1.0
O=C(NNC(=O)c1cccnc1Cl)c1ccc(F)cc1,0.0,75.1,96.4,92.2,-2.2,-0.9,4.5,0.3,0.0
CC(C)c1ccc(S(=O)(=O)c2nnn3c2nc(NCC2CCCO2)c2ccccc23)cc1 (centres undefined),5.0,95.2,96.7,97.8,2.1,2.1,-0.2,1.6,1.1
COc1cccc(/C(O)=C2/C(=O)C(=O)N(c3ccccn3)C2c2ccc(OC)c(OC)c2)c1 (centres undefined),1.0,90.5,115.1,109.4,-0.4,-1.4,4.8,0.3,26.1
CC1(C)CC(=O)C=C(NCCN2CCN(C(=O)Nc3ccc(Cl)c(Cl)c3)CC2)C1,0.0,107.3,94.4,105.5,10.5,7.2,-1.5,-0.1,3.6
CCOc1cc(/C=C2\CCC/C(=C\c3cc(Cl)c(O)c(OCC)c3)C2=O)cc(Cl)c1O,1.0,104.5,101.7,110.2,6.0,15.2,-8.0,-2.4,-35.9
C=CC[C@H](CC(=O)N(CCO)Cc1ccccc1)C(=O)NCCOC(=O)[C@@H](CC=C)CC(=O)OC(C)(C)C,0.0,108.2,116.4,121.2,.,.,1.2,.,-12.6
Cc1ccc(C)c(S(=O)(=O)N2CCN(C(C)C(=O)Nc3ccccc3-c3ccccc3)CC2)c1 (centres undefined),0.0,104.4,103.5,97.5,7.0,19.1,5.8,-1.7,10.2
Cc1c(C(=O)N2CC(C)OC(C)C2)oc2ccccc12 (centres undefined),1.0,116.6,98.4,.,-0.5,1.3,8.0,1.5,5.9
CC(C)CNS(=O)(=O)c1ccc(CCC(=O)NCc2cccnc2)cc1,1.0,94.6,112.1,101.9,7.6,5.5,5.7,-1.4,-2.2
CCCCC(=O)Nc1ccc(C(=O)OC2CCCCC2)cc1,1.0,105.3,99.6,96.7,6.2,3.9,1.4,-0.2,5.3
CNC(=O)c1cc2cc(OC)ccc2n1CCN(C)C,0.0,92.6,108.3,104.1,4.6,0.4,-0.2,2.6,-10.5
O=c1c(-c2ccccc2)c(O)c2ccccc2n1-c1ccccc1,1.0,92.9,92.6,86.0,6.2,2.9,6.3,-1.6,-6.7
O=C(NC1CC2CCC(C1)N2C(=O)NCc1ccccc1)C1CC1 (centres undefined),0.0,102.2,102.0,90.8,1.7,-5.4,-6.1,0.9,5.7
COc1ccc(C(CNC(=O)c2cc(S(=O)(=O)NCc3ccccc3)ccc2C)N2CCOCC2)cc1 (centres undefined),0.0,114.3,92.0,88.9,-0.8,5.9,-0.1,-0.2,7.3
C=CC[C@@H](CC(=O)NCCO)C(=O)N[C@H](C)COC(=O)[C@@H](CC=C)CC(=O)OC(C)(C)C,0.0,94.5,98.9,91.3,.,.,3.5,.,-11.9
COc1ccccc1/C=N/Nc1nc(C)c(C(C)=O)s1,0.0,110.1,98.4,90.7,-1.9,-2.9,-6.8,-2.2,6.3
Cc1nc(-c2cc(-c3nc(-c4ccc(C(C)(C)C)cc4)no3)no2)cs1,1.0,106.4,100.2,99.5,-0.9,-7.5,-2.5,0.1,6.5
CC(=O)N1CCC(C(=O)Nc2ccc(S(=O)(=O)NCCc3ccccc3)cc2)CC1,0.0,100.7,103.1,104.8,2.9,1.2,5.5,-1.3,15.7
COc1cc(OC)c(/C=N/NC(=O)c2ccc(Cn3nc([N+](=O)[O-])cc3C)cc2)c(OC)c1,0.0,105.9,101.9,90.7,5.1,0.5,1.0,-1.7,-2.4
COc1cc(OC)cc(-c2sc3ccc(OC)cc3c2C#CCO)c1,0.0,86.3,101.6,92.3,.,.,4.8,.,19.0
Cc1cccc(C)c1NC(=O)CSc1nnc(C)c(=O)[nH]1,0.0,108.6,?,?,1.8,13.8,3.5,1.9,2.6
O=C(Nc1nnc(S(=O)(=O)N2CCCCCC2)s1)c1cccc(Br)c1,0.0,100.8,98.0,96.4,0.7,-2.2,2.1,1.4,-3.3
CCCCN(C(=O)C(C)Oc1cccc(Cl)c1)c1c(N)n(CCC)c(=O)[nH]c1=O (centres undefined),1.0,100.4,107.0,105.0,-3.8,-8.4,1.5,-0.6,2.4
C=CCNC(=O)CN(c1cccc(Br)c1)S(C)(=O)=O,1.0,95.3,100.6,99.4,-0.2,2.3,0.4,-1.6,6.4
Cc1ccc(C)c(N2CCN(C(c3ccncc3)c3nnnn3Cc3ccccc3)CC2)c1 (centres undefined),0.0,102.7,102.2,100.3,10.5,6.3,2.3,-0.8,6.3
COc1ccc(C(=O)NCCN2CCOCC2)c(OC)c1,0.0,101.9,99.8,83.1,4.2,9.1,6.9,0.4,5.1
Cc1cccn2c(=O)c3cc(C(N)=S)c(=N)n(CCCN4CCOCC4)c3nc12,0.0,99.7,96.0,103.1,32.5*,33.9,-5.3,-13.0,-5.2
NC(=O)NC(Cc1ccccc1)C(=O)O (centres undefined),0.0,113.2,102.4,107.8,4.6,4.8,-1.7,1.7,-16.2
COc1ccc(NC(=O)C2Cc3cccc(OC)c3O/C2=N\O)cc1 (centres undefined),2.0,98.1,96.5,94.4,8.2,11.7,2.4,1.3,5.0
O=C(Nc1ccc(O)cc1)c1ccc2c(c1)C(=O)N(Cc1ccccc1)C2=O,3.0,100.6,93.7,91.4,5.7,8.9,-0.1,3.8,14.3
Cc1[nH]c2ccccc2c1C1(O)C(=O)N(C(C)C)c2ccccc21 (centres undefined),2.0,78.7,97.3,97.1,11.4,11.2,13.0,-1.7,-7.2
CCOc1cc(CNc2ccc(CNc3ncn[nH]3)cc2)ccc1OCc1ccccc1,0.0,111.9,88.5,100.0,7.2,11.2,-0.5,1.6,7.3
Cc1cc(C)n2cc(CSc3nnnn3C)nc2n1,4.0,98.0,94.7,96.8,10.5,3.6,6.4,-2.1,0.9
COc1cccc(C2CC(=O)NC(SC)=C2C#N)c1 (centres undefined),0.0,88.0,113.3,100.0,3.5,1.3,-0.3,3.7,29.8
O=C(NCCCn1ccnc1)c1cccc(Br)c1,2.0,99.9,101.0,107.0,1.6,-0.9,6.5,1.4,0.9
CCN1CCN(C(=O)c2ccc(CSc3ccc(C)cc3)cc2)CC1,0.0,90.6,94.7,98.7,0.6,-0.8,1.5,-1.4,13.1
CC(NS(=O)(=O)c1ccc(Cl)cc1)C(=O)NCc1ccco1 (centres undefined),3.0,99.4,94.4,92.8,3.5,12.3,5.0,-2.8,10.6
COc1cc(OC)cc(C(=O)Nc2cccc(C(C)=O)c2)c1,0.0,85.2,108.8,120.6,2.9,-1.2,1.9,-1.6,6.0
CCn1c(O)c(/C=N/N=C2CCCC2)c2ccc(C3=NNC(=O)CC3)cc21,0.0,89.6,96.9,113.2,-5.4,-10.0,-10.4,3.8,-11.9
COc1ccc2c(c1OC)C(=O)OC2C/C(=N\NC(N)=O)c1ccccc1 (centres undefined),1.0,111.9,?,99.4,11.1,5.0,-6.9,-1.2,4.0
CC(C)c1ccc(C(=O)N/N=C/c2cccc(Cl)c2Cl)cc1,1.0,94.4,100.7,96.9,2.3,0.8,2.9,-3.3,4.4
CN(C)C(CNC(=O)C1CCN(C(=O)/C=C/c2ccccc2)CC1)c1ccccc1 (centres undefined),0.0,87.9,97.6,98.7,-0.8,-4.5,7.8,1.7,3.4
CC(=O)c1c(C)[nH]c(C(=O)OCC(=O)C(C)(C)C)c1C,2.0,92.4,96.1,90.2,-0.6,7.6,1.9,1.3,6.7
CSc1ccccc1C(=O)NC1CCCCC1,2.0,98.8,104.2,105.1,-0.1,-1.3,5.4,-3.8,-4.3
Cc1cc(=O)[nH]c(N/N=C/c2c(C)nn(-c3ccccc3Cl)c2Cl)n1,0.0,102.0,101.0,102.0,1.6,5.4,-1.7,1.2,7.4
Cn1c(-c2cccs2)nc2ccccc21,0.0,92.4,100.1,98.6,-1.0,-2.7,10.3,3.7,-3.6
CCOc1cc(/C=N/NC(=O)CN2CCCCC2)ccc1OCc1ccc(Cl)cc1,0.0,126.3,99.9,97.4,6.3,12.2,10.4,3.2,36.3
CC(C)(C)C1CCC2(CC1)Nc1cccc3cccc(c13)N2,0.0,102.3,95.4,82.7,7.0,2.7,-4.9,1.1,-5.4
Cc1ccccc1-n1c(SCC(N)=O)nc2sc(-c3ccccc3)cc2c1=O,0.0,99.1,103.4,112.9,1.9,2.0,8.8,-0.5,6.6
Cc1ccc(NCCC(=O)c2ccc(Cl)c(Cl)c2)cc1,0.0,121.9,106.7,.,1.2,0.6,1.7,-1.7,-0.5
